Screening results as filed in PubChem BioAssay.
CYP2C19 act = human CYP2C19 activators, primary screen, biochemical, luminescence | Cytochrome P450 2C19 (Homo sapiens), P33261 | recombinant CYP2C19, luciferin-H EGE luminescence; active compounds read high; 0 = fully inhibited enzyme, 1 = untreated enzyme | activation factor at 5 µM | 96,000 tested, under 10 active | AID 1025, 2008;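 active means activation factor of at least 2 at 5 µM in the primary screen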;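 further: 0 = wells with 2.5 mM tranylcypromine and 1 = vehicle-only wells; values of inactives mirror those of a sister screen read the other way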
Pyk2 oligo antag = antagonists of Pyk2 self-association, primary screen, Q293 cells, FERM NanoBiT luminescence, HTS; active compounds read low; z-score (the deposit names both 25 µM and 10 µM); 99,000 tested, 0.83% active;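 active means Z-score of -3 or lower, scaled per plate to the spread of control and sample wells; inactive means z-score above -3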;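 further: negative z-score means lost luminescence so less FERM oligomerization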
Target sequence (Q14289 whole entry, looked up): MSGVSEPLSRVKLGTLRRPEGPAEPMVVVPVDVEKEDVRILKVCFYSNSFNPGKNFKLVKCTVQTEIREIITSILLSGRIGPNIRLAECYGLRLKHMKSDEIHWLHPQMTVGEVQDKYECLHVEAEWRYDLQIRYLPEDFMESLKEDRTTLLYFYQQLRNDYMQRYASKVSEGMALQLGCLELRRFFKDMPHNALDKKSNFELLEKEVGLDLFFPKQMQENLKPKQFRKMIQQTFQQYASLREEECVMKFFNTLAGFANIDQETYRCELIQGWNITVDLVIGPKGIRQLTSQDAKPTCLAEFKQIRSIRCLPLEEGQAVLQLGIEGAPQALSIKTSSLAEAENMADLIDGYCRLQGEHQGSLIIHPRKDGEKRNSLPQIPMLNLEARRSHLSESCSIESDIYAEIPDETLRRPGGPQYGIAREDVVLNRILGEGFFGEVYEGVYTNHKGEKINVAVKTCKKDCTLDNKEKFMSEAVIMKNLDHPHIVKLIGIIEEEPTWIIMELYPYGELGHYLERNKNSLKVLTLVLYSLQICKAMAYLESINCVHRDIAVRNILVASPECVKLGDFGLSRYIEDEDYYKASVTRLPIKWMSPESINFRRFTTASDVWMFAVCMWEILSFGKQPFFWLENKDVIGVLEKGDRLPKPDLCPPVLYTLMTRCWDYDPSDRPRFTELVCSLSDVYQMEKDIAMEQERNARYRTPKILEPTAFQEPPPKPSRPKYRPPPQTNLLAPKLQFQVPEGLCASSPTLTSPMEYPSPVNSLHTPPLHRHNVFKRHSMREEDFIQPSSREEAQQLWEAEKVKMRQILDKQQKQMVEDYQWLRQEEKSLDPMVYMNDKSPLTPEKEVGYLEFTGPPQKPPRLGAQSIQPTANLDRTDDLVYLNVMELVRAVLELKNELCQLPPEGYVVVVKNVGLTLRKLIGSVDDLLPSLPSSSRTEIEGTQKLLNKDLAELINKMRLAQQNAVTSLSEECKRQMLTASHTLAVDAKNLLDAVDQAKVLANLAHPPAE
CD11b adhes enh = enhancers of CD11b/CD18 adhesion to fibrinogen, primary screen, K562 cells, luminescence; ATPlite luminescence; AID 1499, 2009; 93,000 tested, 0.07% active; activation, % at 10 µM; Integrin beta-2 (Homo sapiens) + Integrin alpha-M (Homo sapiens), P05107+P11215;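 active means 10 µM primary screen giving 50% or more activity, confirmed by 40% or more on retest at that dose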; further: strong numbers were not always called active; reference of the scale not given here
MT1-MMP txn act = MT1-MMP promoter reporter activation – cell-based, luciferase luminescence, primary screen; HT1080 MT1-MMP promoter luciferase reporter, overnight; active compounds read high; activation factor at 10 µM; 86,000 tested, 0.16% active; AID 750, 2007;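 active means activation factor of at least 2 for MT1-MMP transcription at 10 µM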
CYP2C9 activ = human CYP2C9 activators, primary screen, biochemical, luminescence; activation factor at 5 µM; AID 1024, 2008; Cytochrome P450 2C9 (Homo sapiens), P11712; recombinant CYP2C9, luciferin-H conversion; active compounds read high; factor 1 = untreated enzyme, 0 = blocked; 96,000 tested, 1.4% active;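 active means activation factor of 2 or more for CYP2C9 at a 5 µM dose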;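 further: 0 = sulfaphenazole-blocked wells and 1 = vehicle-only wells; values of inactives mirror those of a sister screen read the other way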
PLAP activator = PLAP enzyme activators, biochemical, luminescence, HTS. AID 696, 2007. purified PLAP enzyme, luminescent substrate read-out; active compounds read high. 96,000 tested, 1.2% active. activation fold at 20 µM. Alkaline phosphatase, placental type (Homo sapiens), P05187; in the data active means activation fold above about 2
CYP2C19 inhib = blockers of cytochrome P450 2C19 activity – biochemical, luminescence, ADME assay, primary screen; CYP2C19 Supersomes, luciferin-H EGE luminescence, 30 min; 96,000 tested, 21% active; P33261; inhibition, % at 5 µM;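 active means CYP2C19 inhibition above a set limit at 5 µM in the primary screen, cut at about 50% in these data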;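 further: plate controls were negative control wells for no effect and 2.5 mM tranylcypromine positive control for full effect; values of inactives mirror those of a sister screen read the other way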
Mac1 fbg inh = inhibitors of CD11b/CD18 adhesion to fibrinogen, primary screen, K562 cells, luminescence; AID 1497, 2009; Integrin beta-2 (Homo sapiens) + Integrin alpha-M (Homo sapiens), P05107+P11215; 93,000 tested, 0.54% active; ATPlite luminescence; Mn2+ added to activate the integrin; inhibition, % at 10 µM;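 active means primary inhibition of 50% or more at 10 µM, then 40% or more on retest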; further: some results filed as inactive read as strong as hits
CYP2C9 inh = blockers of cytochrome P450 2C9 activity – biochemical, luminescence, ADME assay, primary screen; P11712; CYP2C9 Supersomes, luciferin-H conversion; inhibition, % at 5 µM; 96,000 tested, 20% active; AID 777, 2007;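 active means blocking of liver enzyme CYP2C9 beyond about 50% at 5 µM, limit read from the data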; further: values of inactives mirror those of a sister screen read the other way
* marks the source's active call; other numbers are inactive results; x = no result given. Random draw from the library; about 31% have a hit in one of these screens.

SMILES	CYP2C19 act	Pyk2 oligo antag	CD11b adhes enh	MT1-MMP txn act	CYP2C9 activ	PLAP activator	CYP2C19 inhib	Mac1 fbg inh	CYP2C9 inh
CC(=O)c1c(N2CCOCC2)nc(=S)n(-c2cc(C)ccc2C)c1C	1.1	0.11	1	1.2	1.1	1	-10	27	-9
O=C(Nc1ccc2c(c1)OCCO2)c1ccc(Br)o1	0.7	0.84	x	1	0.9	1	33	x	11
CC(Nc1nc(N2CCCCC2)nc2ccccc12)c1ccccc1 (centres undefined)	0.6	-1.8	-2	1.2	0.6	0.6	35	-29	41
Nc1cccc2c1C(=O)N(C(=O)c1ccc(Cl)c(S(=O)(=O)N3CCCCCC3)c1)C2=O	1	-0.09	-1	x	0.9	1.3	4	8	11
C=CCOc1c(Br)cc(CNc2ccc(NC(=O)C(C)C)c(OC)c2)cc1OC	0.4	1.5	x	x	0.5	1.2	61*	x	46
CCCC(=O)Nc1nc(-c2ccc3c(c2)CCN3S(C)(=O)=O)cs1	0.7	-0.68	x	1.1	0.8	0.8	32	x	16
CCN(CC)C(=O)CCC(=O)Nc1ccc(C(=O)OC)cc1	0.7	-0.97	-1	1.2	0.9	1.1	34	21	9
O=C(O)C1C2C=CC3(CN(c4cccc(C(F)(F)F)c4)C(=O)C13)O2 (centres undefined)	1.2	1.1	1	1	1.2	1.2	-19	-9	-24
O=C1C2C3CCC(C3)C2C(=O)N1CNc1ccc(F)cc1 (centres undefined)	1.1	0.14	-6	x	1.1	0.9	-6	-8	-6
Cc1nc2c(=O)n(C)c(=O)[nH]c2n1Cc1ccccc1	1.1	0.09	-4	1.1	1	1	-13	-19	-4
CCOC(=O)c1ccc(NC(=O)c2cc3ccccc3o2)cc1	0.6	-0.03	-1	1.1	0.6	0.8	42	33	42
CCOC(=O)C(C(=O)OCC)=C1OC(=O)c2ccccc21	1	0.83	1	1.1	1.1	1.1	0	1	-5
Cc1ccc(NC(=O)CCC(=O)NNC(=O)c2ccco2)cc1C	1	0.39	x	x	1	1.6	2	x	-2
Cc1cc2oc(C(=O)N(Cc3ccco3)C3CCS(=O)(=O)C3)cc(=O)c2cc1Cl (centres undefined)	1.1	0.39	2	1.2	0.8	1.5	-8	6	22
CSc1ccc(C2C(C#N)=C(N)N(c3ccccc3)C3=C2C(=O)CCC3)cc1 (centres undefined)	0.3	0.11	1	1.2	0.1	1.5	74*	13	90*
CCn1nnnc1SCCSc1nnnn1CC	0.9	-0.34	-2	1.1	1	1	9	8	2
O=C(NCSc1ccncn1)c1ccccc1	0.6	0.13	-1	x	1	1.2	37	11	3
CCOC(=O)c1cc2sc(C)cc2n1CC(=O)N1CCc2ccccc21	0.9	-0.44	3	1.3	0.9	0.9	13	-6	10
Cc1cc(C(=O)CN2C(=O)NC3(CCCc4ccccc43)C2=O)c(C)n1C (centres undefined)	0.7	1.4	-5	0.9	0.3	1.3	32	10	72*
O=C(CSc1nnnn1C1CCCCC1)N1CCCC1	1	0.49	-3	1.3	1.1	1.1	-1	15	-8
CCOC(=O)CN1C(=O)C(O)(CC(=O)c2ccco2)c2ccccc21 (centres undefined)	0.8	-0.15	2	1.1	1.1	1	20	13	-9
O=C(Nc1ccc(Cl)cc1)NC1CCCC1Cc1ccco1 (centres undefined)	0.6	1.1	-3	1.3	0.3	0.9	38	12	65*
O=C(O/N=C/C1=C(Cl)c2ccccc2CC1)c1ccc(F)cc1	1.1	0.32	-1	1.1	0.7	0.8	-10	3	28
CCOC(=O)c1c(C)n(C)c2cc(Br)c(C)cc12	1	-0.56	0	1.2	1	1.1	2	-8	5
O=S(=O)(N1CCCCC1)N1CCN(CC(O)COc2ccc3cc(Br)ccc3c2)CC1 (centres undefined)	1.1	-0.11	-2	1	1	1.3	-8	31	-1
CC(C)Cc1[nH]c(=O)c(C#N)c2c1COC(C)(C)C2	0.5	-0.3	1	1.1	1.1	0.9	46	-20	-10
CCOC(=O)c1ccccc1-c1csc(NS(=O)(=O)c2ccc(Cl)cc2)n1	0.7	-1.4	-4	x	0	1.2	33	54*	99*
OC(COCC1COc2ccccc2O1)CN1CCN(c2ccccn2)CC1 (centres undefined)	0.8	0.72	-2	1	1.1	1.4	19	-9	-14
N/C(=N\OC(=O)Nc1ccc(Cl)cc1)c1ncc(C(F)(F)F)cc1Cl	0.8	-0.45	-4	1.3	0.8	1	22	-10	16
Cc1cc(=O)oc(C)c1C(=O)NCCCN1C(C)CCCC1C (centres undefined)	1	0.03	3	1.2	0.5	1.4	0	-9	47
O=C(NCc1ccco1)c1ccccc1-c1ccccc1	1	0.09	2	1.1	1.1	1	4	-8	-7
COc1cccc(C(=O)NC2CCN(CC(=O)NCc3ccccc3OC)CC2)c1	0.5	0.2	-2	1.2	1	1.4	46	-22	3
CCOC(=O)c1c(CN2CCN(C)CC2)oc2ccc(OC)cc12	0.9	-0.57	-4	1	1	1	5	-3	-5
Cc1cc(C)n(CC(O)COCc2ccccc2)n1 (centres undefined)	0.8	-0.04	0	1	1	0.9	21	2	4
O=C1c2ccccc2C(O)(Cc2ccccc2)N1C1CCCCC1 (centres undefined)	0.6	x	5	1.1	0.6	1.1	36	5	38
CC(C)(C)n1nnnc1CN1CCSCC1	0.7	-0.17	5	1.2	1	1.1	31	-18	0
CN(C)c1ccc(NC(=O)CC2NCCNC2=O)cc1 (centres undefined)	1.2	0.32	-1	1	1.1	0.9	-16	9	-12
O=C(CCSc1nnc(-c2ccncc2)o1)Nc1ccccc1	0.1	1.3	-5	1	0.2	1	86*	-48	85*
NS(=O)(=O)c1ccc(NC(=O)N2c3ccccc3Sc3ccccc32)cc1	1.1	x	-3	x	1.1	1	-12	10	-7
CCCCNC(=O)C1c2ccccc2C(=O)N(c2ccc(OC)cc2)C1c1ccc(OC)cc1 (centres undefined)	0.9	-1.1	1	0.9	0.6	1.9	14	-12	42

9 structures from above, ordered by SMILES length, falling:
SMILES	CYP2C19 act	Pyk2 oligo antag	CD11b adhes enh	MT1-MMP txn act	CYP2C9 activ	PLAP activator	CYP2C19 inhib	Mac1 fbg inh	CYP2C9 inh
C=CCOc1c(Br)cc(CNc2ccc(NC(=O)C(C)C)c(OC)c2)cc1OC	0.4	1.5	x	x	0.5	1.2	61*	x	46
NS(=O)(=O)c1ccc(NC(=O)N2c3ccccc3Sc3ccccc32)cc1	1.1	x	-3	x	1.1	1	-12	10	-7
CCCC(=O)Nc1nc(-c2ccc3c(c2)CCN3S(C)(=O)=O)cs1	0.7	-0.68	x	1.1	0.8	0.8	32	x	16
CC(C)Cc1[nH]c(=O)c(C#N)c2c1COC(C)(C)C2	0.5	-0.3	1	1.1	1.1	0.9	46	-20	-10
CC(Nc1nc(N2CCCCC2)nc2ccccc12)c1ccccc1 (centres undefined)	0.6	-1.8	-2	1.2	0.6	0.6	35	-29	41
O=C(Nc1ccc(Cl)cc1)NC1CCCC1Cc1ccco1 (centres undefined)	0.6	1.1	-3	1.3	0.3	0.9	38	12	65*
CN(C)c1ccc(NC(=O)CC2NCCNC2=O)cc1 (centres undefined)	1.2	0.32	-1	1	1.1	0.9	-16	9	-12
Cc1cc(C)n(CC(O)COCc2ccccc2)n1 (centres undefined)	0.8	-0.04	0	1	1	0.9	21	2	4
CC(C)(C)n1nnnc1CN1CCSCC1	0.7	-0.17	5	1.2	1	1.1	31	-18	0

The main list resumes, repeating the 2 entries before the break.
SMILES	CYP2C19 act	Pyk2 oligo antag	CD11b adhes enh	MT1-MMP txn act	CYP2C9 activ	PLAP activator	CYP2C19 inhib	Mac1 fbg inh	CYP2C9 inh
NS(=O)(=O)c1ccc(NC(=O)N2c3ccccc3Sc3ccccc32)cc1	1.1	x	-3	x	1.1	1	-12	10	-7
CCCCNC(=O)C1c2ccccc2C(=O)N(c2ccc(OC)cc2)C1c1ccc(OC)cc1 (centres undefined)	0.9	-1.1	1	0.9	0.6	1.9	14	-12	42
CCCCOC(=O)Nc1ccc(C(N)=O)cc1	1	-0.34	2	1.7	0.8	0.8	5	-5	17
CCOC(=O)C1=C(C)NC2=C(C(=O)CC(C)(C)C2)C1c1ccc2c(c1)CCCN2C (centres undefined)	0.8	-1	-4	1.2	0.7	1.3	24	7	30
CCN(CC)c1ccc(C(=O)OCC(=O)c2ccco2)cc1	0.9	0.71	-1	1.1	1.3	1	8	-8	-26
Cc1cc(C)cc(OCC(O)CN2C(=O)NC(C)(C)C2=O)c1 (centres undefined)	0.3	x	-4	1	0.6	1.5	72*	-5	44
CSc1ccc(/C=C/C(=O)c2ccc(NC(C)=O)cc2)cc1	0.5	-0.97	17	x	0.5	0.9	51*	6	48
CN1CCC2(CC1)NC(=O)NC2=O	1.1	-0.27	2	1.1	1.1	0.8	-8	2	-10
COc1ccc(C(c2nnnn2Cc2cccs2)N2CCN(c3ccccc3)CC2)cc1OC (centres undefined)	0.3	-3.5*	2	1.1	0.4	1.6	70*	-5	62*
Cc1ccc(NC(=O)CCN2C(=O)c3ccncc3C2=O)cc1	1	0.32	-1	1.1	0.9	1	-2	0	5
Cc1ccc(S(=O)(=O)NNC(=O)CCC(=O)Nc2ccccc2)cc1	1	-0.3	x	x	1	1.1	-3	x	4
CCN(CCNC(=O)Cn1c(=O)sc2ccccc21)c1ccccc1	0.3	x	4	1.2	0.9	0.9	68*	2	6
CN1CCC(N(C)CC(=O)Nc2cccc(Oc3ccccc3)c2)CC1	1.2	0.24	0	1.1	1.2	1.2	-22	-11	-21
C=CCn1c(SCCCC)nc(O)cc1=O	0.9	x	-11	1.1	1	0.9	9	17	2
COc1cccc(N2CCN(CC(=O)NCc3cccs3)CC2)c1	0.5	1.9	-3	1	0.6	1.3	49	-33	40
Cc1c(NC(=O)COC(=O)C(c2ccc(Cl)cc2)C(C)C)c(=O)n(-c2ccccc2)n1C (centres undefined)	0.7	-0.51	2	x	0.4	1.7	31	4	58*
Cc1ccc(C2=[N+]([O-])C3(CCCCC3=O)N(O)C2(C)C)cc1 (centres undefined)	1	1.4	4	1.1	1.2	0.9	5	-2	-18
CCN(/C=N/c1sc2c(c1C#N)CC(C)(C)NC2(C)C)CC	1.2	0.41	-3	1.2	1.5	1.1	-18	7	-47
CCN1C(=O)/C(=C2/C=CC=CN2C)SC1=S	1	-1.6	-1	1.2	1.1	0.7	-4	-1	-11
CCn1c(CCn2ccnc2C)n[nH]c1=S	1	0.21	4	1.1	1.3	0.9	-3	-30	-29
Cc1oc(C(=O)O)cc1COc1ccccc1Cl	1	1.7	-4	1.2	1.1	1.2	-5	-10	-6
Cc1c(C(N)=O)sc2ncn(CC(=O)N3CCC(C)CC3)c(=O)c12	0.8	1.1	-3	1.1	0.2	0.8	16	-12	77*
Cc1nccn1-c1ccc(C(F)(F)F)cc1NC=O	1	-0.88	1	1.2	0.9	1	5	-8	7
O=C(CN1CCN(c2ccccn2)CC1)Nc1cccc(C(F)(F)F)c1	0.6	0.63	-2	1	0.5	1.1	38	-8	48
Cc1ccc(CC2CC(=O)N(c3cc(C)on3)C2=O)cc1 (centres undefined)	0.5	x	-3	1	0.7	1.2	54*	4	34
